GLP1R ag = GLP-1 receptor (human) agonism. P43220. HEK293 GLP-1R CRE-luciferase, luminescence, 4-6 h; cells express a hypersensitive GLP-1R form. Potency, µM (titrated, usually from 45.6 µM), without a hit: at the top dose activation, hits mostly activators. AID 624172. 380,000 compounds, 0.007% hits; note: potency is the fitted concentration of half-maximal effect; % of control where 0% means no effect
PTHR1 agonist = activates the human parathyroid hormone receptor PTHR1; Potency, µM (highest dose often 115 µM), for inactives: at the top dose activation, usual class: activators; AID 743266; HEK293 GP2 PTHR1 cells, GloSensor cAMP luminescence, 1 h; 410,000 compounds, 0.075% hits; note: potency is the fitted concentration of half-maximal effect; nearly all actives have a fitted effect of over 55% in size; some results filed as inactive show a strong effect at the top dose; inactives centre near -15; many of its hits are not listed in these tables
Target sequence (Q03431 whole entry, looked up): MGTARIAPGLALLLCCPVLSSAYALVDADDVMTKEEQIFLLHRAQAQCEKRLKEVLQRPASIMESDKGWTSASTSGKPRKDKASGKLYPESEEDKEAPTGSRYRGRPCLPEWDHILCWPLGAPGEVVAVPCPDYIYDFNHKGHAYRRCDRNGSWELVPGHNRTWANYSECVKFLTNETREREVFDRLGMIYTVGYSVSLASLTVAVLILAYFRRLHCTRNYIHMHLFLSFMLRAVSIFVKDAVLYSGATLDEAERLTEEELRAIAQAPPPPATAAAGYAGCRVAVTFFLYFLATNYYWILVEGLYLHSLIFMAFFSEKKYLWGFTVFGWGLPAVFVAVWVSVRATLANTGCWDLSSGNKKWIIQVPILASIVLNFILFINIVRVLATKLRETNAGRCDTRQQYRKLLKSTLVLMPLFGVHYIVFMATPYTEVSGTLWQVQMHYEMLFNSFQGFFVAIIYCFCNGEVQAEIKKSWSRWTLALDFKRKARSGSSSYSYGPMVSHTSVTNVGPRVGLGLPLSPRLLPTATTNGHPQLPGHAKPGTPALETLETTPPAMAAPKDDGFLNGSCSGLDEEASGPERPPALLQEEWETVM
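HEK-293-derived GP2 cells expressing PTHR1 and a GloSensor cAMP reporter, 3,000/well, plated overnight, given luciferin plus IBMX (each 0.5 mM as added) for 1 h at 37 °C, then compound for 1 h at 37 °C. Luminescence was read after 15 min at room temperature.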
Abeta yeast res = A-beta toxicity reversal in yeast. yeast expressing A-beta42, growth rescue, OD600, 48 h; response scale: 0% DMSO, 100% iron-clioquinol control. 410,000 compounds, 0.063% hits. Potency, µM (highest dose often 46.1 µM), for inactives: top-dose growth rescue, actives largely listed as activators; note: potency is the fitted concentration of half-maximal effect; nearly all actives have a fitted effect of over 55% in size
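Yeast growth medium received pinned compounds, then yeast cells expressing toxic A-beta were added; plates incubated at 30 C for 48 hr. Growth read as absorbance at 600 nm, normalized to DMSO and equimolar FeCl3 plus clioquinol controls.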
FUS yeast rescue = suppressors of FUS proteinopathy in yeast. S. cerevisiae FUS-expressing, growth rescue, OD600, 24 h. Potency, µM (titrated, usually from 76.6 µM), without a hit: top-dose growth rescue (activation), most hits filed as activators. 390,000 compounds, 0.24% hits;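 note: potency is the fitted concentration of half-maximal effect; plate controls were DMSO vehicle for no effect and reference control for full effect; nearly all actives have a fitted effect of over 55% in size; some results filed as inactive show a strong effect at the top dose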
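Steps: raffinose overnight preculture; dilution to OD 0.005 in 2% galactose minimal medium; compound addition (concentration series); 24hr at 30C, 99% humidity; absorbance read at 600 nm.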
DRD3 antagonist = antagonists of human D3 dopamine receptor | P35462 | D3R cells, DiscoveRx beta-arrestin luminescence, antagonist mode; hits give low values | max response, negative = inhibition, % | 360,000 compounds, 2.5% hits; in the data active = max response below about -50%; inconclusive = no clear call, values can overlap the other calls; note: % is set by controls: 0 for no effect and ±100 for the full control effect; mostly tested at two doses, the higher about 12 µM
Target sequence (P35462 whole entry, looked up): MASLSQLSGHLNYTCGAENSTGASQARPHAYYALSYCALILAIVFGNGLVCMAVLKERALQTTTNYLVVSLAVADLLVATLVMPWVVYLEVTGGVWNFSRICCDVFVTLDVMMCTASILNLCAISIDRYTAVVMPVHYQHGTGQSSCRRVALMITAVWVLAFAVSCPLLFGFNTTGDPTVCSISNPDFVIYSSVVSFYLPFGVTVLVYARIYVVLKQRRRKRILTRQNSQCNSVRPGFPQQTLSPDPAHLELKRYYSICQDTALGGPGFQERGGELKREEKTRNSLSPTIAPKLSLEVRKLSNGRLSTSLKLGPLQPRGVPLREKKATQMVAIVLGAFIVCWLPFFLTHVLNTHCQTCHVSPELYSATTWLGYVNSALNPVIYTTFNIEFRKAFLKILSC
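Cells plated overnight at 1500 cells/well, then exposed to library compounds with dopamine controls for 90 minutes at 37 degrees C. DiscoveRx reagent added for 30–60 minutes at room temperature; luminescence read, quantitative HTS format.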
GLP-1R inv ag = acts as inverse agonist at human GLP-1 receptor. Potency, µM (titrated, usually from 38.3 µM), inactives show top-dose activity change, negative = inhibition, actives largely listed as inhibitors. HEK293 GLP-1R CRE-luciferase, luminescence, 24 h; GLP-1R form is constitutively active. P43220. 410,000 compounds, 1.6% hits; note: potency is the fitted concentration of half-maximal effect; % is set by controls: 0 for no effect and ±100 for the full control effect; nearly all actives have a fitted effect of over 55% in size
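Using stably transfected HEK293 (constitutively active GLP-1R, cAMP-luciferase reporter), compounds were incubated 24 hr and luciferase measured by luminescence.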
aSyn yeast inh = rescues yeast growth from alpha-synuclein toxicity | 370,000 compounds, 0.14% hits | Yeast expressing alpha-synuclein, growth rescue, BacTiter-Glo, 24 h | Potency, µM (series often up to 46.1 µM), for the others: at the highest dose growth rescue (activation), most hits filed as activators | AID 652106; note: potency is the fitted concentration of half-maximal effect; % of control where 0% means no effect; nearly all actives have a fitted effect of over 65% in size
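Galactose-induced alpha-syn yeast (OD600=0.02, raffinose-pregrown) + pinned cpd, 24 hr, 30 deg C; growth by BacTiter-Glo luminescence. Growth restoration scores as activation.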
TDP43 rescue = inhibitors of TDP-43 toxicity in yeast. TDP-43 expressing yeast growth rescue, BacTiter-Glo, 24 h. Potency, µM (doses to about 46.1 µM), for the others: at the highest dose growth rescue (activation), usual class: activators. 410,000 compounds, 1.8% hits; note: potency is the fitted concentration of half-maximal effect; % of control where 0% means no effect; nearly all actives have a fitted effect of over 50% in size
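Luminescence from BacTiter-Glo reports growth of TDP-43-expressing yeast after 24 hr at 30 deg C with compound. Cells were raffinose-pregrown to mid-log, then seeded in galactose medium at OD600=0.02.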
pAkt inh = blocks phosphorylation of Akt. Neuro2A IGF-stimulated pAkt S473 HTRF, 20 min; hits give low values. activity change, % for hits at 50 µM. 360,000 compounds, 0.32% hits; in the data active = activity change below about -80%; inconclusive = mostly about -51% to -80%; note: % is set by controls: 0 for no effect and ±100 for the full control effect
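Neuro2A cells (4,500/well, DMEM with 0.5% FBS) were treated with compound at a single 50 µM final concentration, stimulated with 6 nM IGF for 20 min at 37 °C, and lysed. Phospho-Akt Ser473 was read by HTRF as 665/615 ratio ×10^4.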
* = called active by the depositor; i = inactive; ? = inconclusive; nt = no result given; [ ] = remark or other dose. Unless noted, calls come from the whole dose curve; as a rule, active = well fitted curve in the direction sought with a large enough effect; inconclusive = small, poorly fitted or top-dose-only effect, or another doubt; inactive = no such curve, though single readings can be large; an effect the other way counts as inactive or inconclusive. Not all compounds are listed; count on the stated rates, not on these rows.

The opening 14 records (preview)
| Compound | GLP1R ag | PTHR1 agonist | Abeta yeast res | FUS yeast rescue | DRD3 antagonist | GLP-1R inv ag | aSyn yeast inh | TDP43 rescue | pAkt inh |
| --- | --- | --- | --- | --- | --- | --- | --- | --- | --- |
| COc1ccc(OC)c(C2C(C(=O)Nc3ccc(C)cc3C)=C(C)Nc3c(C(=O)Nc4ccc(F)cc4)cnn32)c1 (configuration not stated) | nt | i | 11% | 21% | nt | ? | nt | 24% | nt |
| COC(=O)C1=C[C@@H](C(=O)OC)[C@@H]2C3=C(C(=O)[C@@]2(C)NC(=O)c2ccccc2)[C@H](C)n2c(=O)n(C)c(=O)n2[C@@H]3C1 | -2% | -23% | -15% | -14% | 3 | 6% | 2% | 17% | i |
| Cc1cccc(NC(=O)CN(CC2CCCO2)C(=O)c2oc3ccc(F)cc3c2C)c1C (configuration not stated) | -2% | -6% | 0% | nt | -4 | ? | 0% | 25% | i |
| COc1ccc(CNc2nc(C)c([N+](=O)[O-])c(C)c2C#N)cc1 | 5% | i | -2% | nt | -4 | 33%[activator] | 1% | 16% | i |
| CN(Cc1ccccc1F)C(=O)CN1c2cccc3cccc(c23)S1(=O)=O | 0% | i | 9% | 16% | 14 | -17% | 11% | -7% | i |
| O=C(NCCN1CCOCC1)C1CCC(=O)N1C1CCCCC1 (configuration not stated) | -2% | -4%[57.5 µM] | 4% | -16% | 7 | 0% | -1% | -15% | i |
| O=C1NCCN(Cc2c(F)cccc2Cl)C1CC(=O)N1CCCO1 (configuration not stated) | 11% | -12% | 4% | -5% | 11 | 1% | 1% | -4% | i |
| O=C1c2ccccc2C(=O)C1c1ccccn1 | 0% | i | -14% | 30% | -1 | 16% | -17% | ? | i |
| CCc1nnc(NC(=O)c2nc(SCc3cccc(C)c3)ncc2Cl)s1 | nt | -14% | 2% | 8% | nt | 15% | nt | 14% | nt |
| O=C(Nc1cc(S(=O)(=O)N2CCCCC2)ccc1Cl)C1=NN(c2ccccc2)C(=O)CC1 | 3% | -21% | -12% | 6% | 0 | 1% | -4% | 5% | i |
| COCCn1c(Cc2ccccc2)nnc1SCC(=O)N1CCCCC1C (configuration not stated) | -16% | i | 2% | 10% | -2 | ? | -3% | 2% | i |
| O=C(O)c1ccccc1/C=N/NC(=S)NCc1ccccc1 | 0% | -2% | -1% | -17% | -2 | 6% | -4% | 1% | i |
| Cc1c(/C=N\NC(=O)C2COc3ccc(C(C)(C)C)cc3O2)c2ccccc2n1C (configuration not stated) | -7% | i | 19% | 15% | 19 | ? | 11% | 29% | i |
| COc1ccccc1/C=C/C(=O)NCc1cccnc1 | -2% | -63%[inhibitor] | -4% | -21% | 1 | 4% | -1% | -7% | i |

The listing, repeating the preview:
| Compound | GLP1R ag | PTHR1 agonist | Abeta yeast res | FUS yeast rescue | DRD3 antagonist | GLP-1R inv ag | aSyn yeast inh | TDP43 rescue | pAkt inh |
| --- | --- | --- | --- | --- | --- | --- | --- | --- | --- |
| COc1ccc(OC)c(C2C(C(=O)Nc3ccc(C)cc3C)=C(C)Nc3c(C(=O)Nc4ccc(F)cc4)cnn32)c1 (configuration not stated) | nt | i | 11% | 21% | nt | ? | nt | 24% | nt |
| COC(=O)C1=C[C@@H](C(=O)OC)[C@@H]2C3=C(C(=O)[C@@]2(C)NC(=O)c2ccccc2)[C@H](C)n2c(=O)n(C)c(=O)n2[C@@H]3C1 | -2% | -23% | -15% | -14% | 3 | 6% | 2% | 17% | i |
| Cc1cccc(NC(=O)CN(CC2CCCO2)C(=O)c2oc3ccc(F)cc3c2C)c1C (configuration not stated) | -2% | -6% | 0% | nt | -4 | ? | 0% | 25% | i |
| COc1ccc(CNc2nc(C)c([N+](=O)[O-])c(C)c2C#N)cc1 | 5% | i | -2% | nt | -4 | 33%[activator] | 1% | 16% | i |
| CN(Cc1ccccc1F)C(=O)CN1c2cccc3cccc(c23)S1(=O)=O | 0% | i | 9% | 16% | 14 | -17% | 11% | -7% | i |
| O=C(NCCN1CCOCC1)C1CCC(=O)N1C1CCCCC1 (configuration not stated) | -2% | -4%[57.5 µM] | 4% | -16% | 7 | 0% | -1% | -15% | i |
| O=C1NCCN(Cc2c(F)cccc2Cl)C1CC(=O)N1CCCO1 (configuration not stated) | 11% | -12% | 4% | -5% | 11 | 1% | 1% | -4% | i |
| O=C1c2ccccc2C(=O)C1c1ccccn1 | 0% | i | -14% | 30% | -1 | 16% | -17% | ? | i |
| CCc1nnc(NC(=O)c2nc(SCc3cccc(C)c3)ncc2Cl)s1 | nt | -14% | 2% | 8% | nt | 15% | nt | 14% | nt |
| O=C(Nc1cc(S(=O)(=O)N2CCCCC2)ccc1Cl)C1=NN(c2ccccc2)C(=O)CC1 | 3% | -21% | -12% | 6% | 0 | 1% | -4% | 5% | i |
| COCCn1c(Cc2ccccc2)nnc1SCC(=O)N1CCCCC1C (configuration not stated) | -16% | i | 2% | 10% | -2 | ? | -3% | 2% | i |
| O=C(O)c1ccccc1/C=N/NC(=S)NCc1ccccc1 | 0% | -2% | -1% | -17% | -2 | 6% | -4% | 1% | i |
| Cc1c(/C=N\NC(=O)C2COc3ccc(C(C)(C)C)cc3O2)c2ccccc2n1C (configuration not stated) | -7% | i | 19% | 15% | 19 | ? | 11% | 29% | i |
| COc1ccccc1/C=C/C(=O)NCc1cccnc1 | -2% | -63%[inhibitor] | -4% | -21% | 1 | 4% | -1% | -7% | i |
| Cc1ccc(S(=O)(=O)N(C)C)cc1NC(=O)CN1C(=O)NC2(CCCCCC2)C1=O | -2% | -11% | -2% | nt | -6 | 16% | -1% | -5% | i |
| COc1ccc(CCNc2ncnc3c2c(-c2ccccc2)cn3-c2ccc(F)cc2)cc1OC | nt | -2% | -23% | ? | nt | ? | nt | ? | nt |
| CCN(CC)CC#Cc1ccc(C)cc1 | 1% | -23% | 2% | -2% | -26 | 9% | 1% | -2% | i |
| O=C1C(=O)c2c(ccc3ccccc23)-c2ccccc21 | 0% | -2% | -38% | 0% | -53* | ? | -27% | 2µM* | i |
| CC(C)(C)C(=O)Nc1c2c(nn1-c1cccc(Cl)c1)CS(=O)(=O)C2 | 0% | ? | -6% | -22% | 14 | 29% | 10% | 2% | i |
| CC(C)C(=O)N(Cc1cc2ccccc2[nH]c1=O)C(C)(C)C | -5% | i | 1% | -9% | 32 | ? | 8% | -6% | i |
| CNS(=O)(=O)c1cn(CC(=O)Nc2ccc(C(C)=O)cc2)cc1S(=O)(=O)NC | nt | i | -8% | 8% | nt | 2% | nt | 4% | nt |
| C=CC[C@@H](CC(=O)NCCO)C(=O)N[C@@H](COC(=O)[C@@H](CC=C)Cc1ccc(F)cc1)Cc1c[nH]c2ccccc12 | -4% | -12% | -12% | ? | 10 | ? | 3% | -15% | i |
| Cc1ccc(CO/N=C\Cc2snc(Sc3ncc(C(F)(F)F)cc3Cl)c2C#N)cc1 | -21% | i | -10% | ? | 0 | ? | 10% | -8% | i |
| Cc1ccc2c(c1)-c1c(c(C(=O)N3CCN(c4cc(Cl)ccc4C)CC3)nn1C)CS2 | nt | i | -6% | 42% | nt | -15% | nt | 21% | nt |
| COc1ccc(OCC(=O)NNC(=O)C(=O)N2CCCC2)cc1 | -2% | i | -1% | nt | -14 | 15% | -5% | 8% | i |
| O=C(Cn1cnc2c(nnn2Cc2ccc(Cl)cc2)c1=O)N1CCCc2ccccc21 | -4% | -46%[inhibitor] | 0% | -16% | -14 | 4% | 0% | -13% | i |
| CCN(CC)CCCC(C)NC(=O)c1cccc(S(=O)(=O)N2CCc3ccccc32)c1 (configuration not stated) | 3% | i | 6% | 21% | -24 | ? | -1% | 10%[9.22 µM] | i |
| CCNC(=O)c1ccc(CSc2ccc(Cl)cc2)cc1 | 3% | i | -23% | -12% | -2 | -19% | -16% | -7% | i |
| COc1ccc(CCNc2nc(SCc3ccc(F)cc3)nc3ccccc23)cc1OC | nt | 0% | 1% | 18% | nt | 17% | nt | -12% | nt |
| CCc1ccccc1NC(=O)Cn1c(=O)ccc2cc(S(=O)(=O)N3CCC(C)CC3)ccc21 | -6% | -7% | 3% | 16% | nt | 6% | 2% | 13% | nt |
| Cc1[nH]n(C(N)=S)c(=O)c1N=Nc1ccc([N+](=O)[O-])cc1Cl | 0% | i | ? | 43% | -11 | ? | -22% | -24% | i |
| O=C(Nc1ccc(F)cc1)C1CCC(CNc2c(N3CCCCC3)c(=O)c2=O)CC1 (configuration not stated) | 3% | -10% | 1% | -16% | -1 | 3% | 1% | -4% | i |
| CN1CCN(C(=O)C2CCC(CNS(=O)(=O)c3cccc4cccnc34)CC2)CC1 (configuration not stated) | -7% | -18% | 11% | -18% | -7 | -21% | 2% | 25% | i |
| CCOc1ccc(CCNc2nc3ccccc3n3cnnc23)cc1OCC | 21% | -16% | -7% | 7% | 2 | 61%[activator] | -7% | -11% | i |
| COC(=O)c1nc2n(n1)C(c1cc(OC)ccc1OC)C=C(c1ccc(Br)cc1)N2 (configuration not stated) | nt | -4% | 1% | 57% | nt | ? | nt | 20% | nt |
| O=c1c(-c2ccnn2-c2ccc(F)cc2)cnc2n1CCS2 | -4% | i | -10% | 13% | -8 | 10% | -11% | -6% | i |
| CC1(C)OC(=O)C(=CNCC(O)c2ccccc2)C(=O)O1 (configuration not stated) | -4% | i | 2% | -33% | -10 | -1% | 1% | -1% | i |
| CC(=NCc1ccccc1)C1=C(O)COC1=O | 2% | i | -2% | -18% | ? | 17% | 2% | 3% | i |
| COc1cc(/C=C2\SC(=S)N(CC(=O)Nc3ccccn3)C2=O)cc(OC)c1OC | -12% | i | 30% | 28% | 16 | ? | 6% | 18% | i |
| CC(Sc1ncccn1)C(=O)Nc1ccc2c(c1)OCCO2 (configuration not stated) | 9% | i | 0% | 21% | ? | -7% | 1% | 0% | i |
